High-throughput results deposited in PubChem BioAssay by Johns Hopkins Ion Channel Center.
TMEM16A act: activates or potentiates the mouse TMEM16A chloride channel; Q8BHY3; HEK293 TMEM16A/YFP-H148Q/I152L, iodide quench fluorescence; stronger effect = lower value; B-score at 10 µM; 340,000 compounds, 0.3% hits; AID 623877;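 active = fluorescence-ratio B-score plate-corrected deviation score at least 3 library SD below zero, with starting fluorescence score within 5 deviations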;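 also: channel opened by trigger with iodide after compound preincubation; score built on the fluorescence ratio of max minus min over baseline; more negative score means more quench and so TMEM16A activation or potentiation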
TRPC4 agonist: opens the mouse TRPC4 cation channel; Q9QUQ5; HEK293 TRPC4beta/mu-opioid, Fluo4 calcium fluorescence; stronger effect = higher value; B-score at 10 µM; 310,000 compounds, 0.49% hits;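 active = B-score above 5 SD of library B-scores, and initial fluorescence ratio not above library mean plus 5 SD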;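 also: positive B-score marks a calcium rise read as TRPC4 activation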
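Assay system: HEK293 stable line with TRPC4beta plus mu-opioid receptor. Times: dye 45 min RT, read 110 s. Measured by: kinetic Fluo4 calcium fluorescence. Measure: B score of integrated ratio. Controls: assay buffer as low control, maximal DAMGO as high control.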
TMEM16A inh: blocks the mouse calcium-activated chloride channel TMEM16A; Q8BHY3; HEK293 TMEM16A/YFP iodide influx fluorescence, ionomycin; normalized B-score (activity score, 25-100; higher = stronger inhibition) at 10 µM; 310,000 compounds, 1.2% hits;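 active = ratio plate-corrected score three or more library SD toward inhibition, starting fluorescence score within five deviations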;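 also: score derived from kinetic fluorescence span divided by baseline fluorescence per well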
MrgX1 antag: human MrgX1 receptor antagonism, primary screen; 310,000 compounds, 1.3% hits; Q96LB2; MRGX1-HEK293 calcium flux, Fluo-4, BAM8-22 antagonism; stronger effect = lower value; AID 588676; B-score at 10 µM;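 active = calcium-response B-score plate-corrected more than 3 library SD below zero, starting fluorescence within 5 deviations, no agonist response on first addition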;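 also: peak minus trough fluorescence over baseline after final BAM8-22 challenge near maximal dose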
Target sequence (Q96LB2 whole entry, looked up): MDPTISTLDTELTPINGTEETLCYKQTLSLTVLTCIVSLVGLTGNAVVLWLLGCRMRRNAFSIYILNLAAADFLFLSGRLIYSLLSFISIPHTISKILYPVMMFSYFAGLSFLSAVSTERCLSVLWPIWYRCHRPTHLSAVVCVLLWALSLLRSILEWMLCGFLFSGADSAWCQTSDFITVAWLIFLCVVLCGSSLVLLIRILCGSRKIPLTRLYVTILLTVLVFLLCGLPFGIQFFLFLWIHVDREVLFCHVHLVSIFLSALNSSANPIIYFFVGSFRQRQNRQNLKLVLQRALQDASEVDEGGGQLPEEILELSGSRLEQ
TRPC6 inhibitor: inhibitors of mouse TRPC6 channel; HEK293-TRPC6, membrane potential dye, ACh-evoked depolarization; stronger effect = lower value; Q61143; 310,000 compounds, 1.1% hits; B-score at 10 µM; AID 2553;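 active = B-score under library mean minus 3 SD, initial fluorescence not abnormally high, positive integrated signal ratio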;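 also: B-score derived from integrated fluorescence ratio over the kinetic read; more negative B-score means stronger inhibition of depolarization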
RGS4 inh: human RGS4 inhibition | B-score at 10 µM | HEK293 M3R/RGS4 inducible, Fluo-4 calcium flux; stronger effect = higher value; triggered by carbachol at its EC20 | P49798 | 310,000 compounds, 0.45% hits;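 active = B-score, a plate-corrected calcium signal, over three deviations above library mean, with baseline fluorescence within five deviations of library mean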;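 also: RGS4 expression induced by doxycycline in cells with stable M3 receptor; B-score is computed from the integrated fluorescence ratio over baseline after carbachol; higher B-score means a larger calcium signal and so more RGS4 inhibition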
Target sequence (P49798 whole entry, looked up): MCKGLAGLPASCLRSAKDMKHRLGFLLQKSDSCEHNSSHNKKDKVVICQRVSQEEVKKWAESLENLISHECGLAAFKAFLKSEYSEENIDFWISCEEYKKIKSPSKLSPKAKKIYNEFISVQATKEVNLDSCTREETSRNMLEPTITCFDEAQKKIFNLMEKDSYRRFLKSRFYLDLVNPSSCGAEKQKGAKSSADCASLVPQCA
TRPC4 inh: inhibitors of mouse TRPC4 channel; 300,000 compounds, 0.39% hits; AID 2247; Q9QUQ5; B-score at 10 µM; HEK293 TRPC4beta/mu-opioid, DAMGO-evoked Fluo4 calcium flux; stronger effect = lower value;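 active = B-score over 3 SD under the library average, no early fluorescence shift, positive overall ratio signal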
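Material: HEK293 cells with stable TRPC4beta plus mu-opioid receptor expression; probe or stimulus: DAMGO in two steps, submaximal then maximal; technique: Fluo4 calcium fluorescence by kinetic imaging, 5 s 1 Hz baseline; measure: integrated fluorescence ratio relative to baseline, converted to per-well B score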
MrgX1 agonist: agonists of human MrgX1 receptor; Q96LB2; B-score at 10 µM; MrgX1-HEK293 cells, Fluo-4 calcium fluorescence, agonist mode; stronger effect = higher value; 310,000 compounds, 0.44% hits; AID 588627;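 active = calcium response B-score plate-corrected fluorescence ratio at least 3 library SD, with starting fluorescence B-score inside 5 SD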
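Material – MrgX1-expressing HEK293 cells · Input – 15,000 cells seeded per well · Dosing – compound as first of three additions · Times – overnight seeding, then 1 h dark dye loading · Measured by – kinetic Fluo-4 NW fluorescence of intracellular calcium · Read-out – B-scored fluorescence response ratio · Benchmarks – positive and negative control wells on each plate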
MrgX1 PAM: allosterically activates human MrgX1 receptor signaling. Q96LB2. MrgX1-HEK293, Fluo-4 calcium flux, FDSS; stronger effect = higher value. B-score at 10 µM. 310,000 compounds, 0.63% hits. AID 588675;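 active = plate-corrected calcium response at least 3 library SD above typical, normal starting fluorescence, not activating the receptor alone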;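 also: compound read alongside a low EC10 to EC30 dose of BAM8-22 agonist; peak minus trough fluorescence over baseline measured at the second addition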
TRPC6 activator: activators of mouse TRPC6 channel. Q61143. AID 2550. HEK293-TRPC6 membrane potential dye fluorescence; stronger effect = higher value. 310,000 compounds, 0.13% hits. B-score at 10 µM;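 active = B-score of the integrated fluorescence ratio above library mean plus 3 SD, and starting fluorescence ratio within library mean plus 5 SD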;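 also: higher score means more depolarization so channel activation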
TRPC4 potent: allosteric potentiators of mouse TRPC4 channel; B-score at 10 µM; 310,000 compounds, 0.42% hits; HEK293 TRPC4beta/mu-opioid, DAMGO EC20, Fluo-4 Ca2+ flux; stronger effect = higher value;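 active = B-score of calcium response area above 5 SD of library B-scores, with initial fluorescence ratio within 5 SD of library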;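 also: B-score of integrated fluorescence ratio over time as area under calcium response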
An asterisk follows results filed as active; i = inactive; . = not tested or not shown.

Order of results: TMEM16A act	TRPC4 agonist	TMEM16A inh	MrgX1 antag	TRPC6 inhibitor	RGS4 inh	TRPC4 inh	MrgX1 agonist	MrgX1 PAM	TRPC6 activator	TRPC4 potent
O=C(NCc1cccnc1)c1ccc(Cl)c(S(=O)(=O)Nc2ccccc2C(=O)NCc2cccnc2)c1
    i	i	i	i	i	i	i	i	i	i	i
O=C(/C=C/c1ccccc1)NCCS(=O)(=O)N1CCN(c2ccc(F)cc2)CC1
    i	i	i	i	i	i	i	i	i	i	i
CCOC(=O)c1sc(NC(=O)CSC(=S)N2CCOCC2)nc1C
    i	i	i	i	i	i	i	i	i	i	i
Cc1cccc(C(=O)Oc2ccc(/C=N/NC(=O)c3ccncc3)cc2)c1
    i	i	i	i	i	i	i	i	i	i	i
COC(=O)c1ccccc1S(=O)(=O)N(CCCO)Cc1cc2c(C)ccc(C)c2[nH]c1=O
    i	i	i	i	i	i	i	i	i	i	i
O=C1[C@H]2[C@@H](C3CC3)N3C(=O)CN(Cc4ccccn4)C(=O)[C@@]3(Cc3ccccc3)[C@H]2C(=O)N1c1ccccc1
    i	i	i	i	i	i	i	i	i	i	i
CCn1c(O)c(C#N)c(C)cc1=O
    i	i	i	i	i	i	i	i	i	i	i
Cc1ccccc1C(=O)NCC(=O)OC(C)C(=O)Nc1ccnn1C(C)C (stereo not given)
    i	i	i	i	i	i	i	i	i	i	i
NS(=O)(=O)c1ccc(NC(=S)NCc2ccc3c(c2)OCO3)cc1
    i	i	i	i	-6.8*	i	i	i	i	i	i
c1ccc(Cn2c3ccccc3c3nnc(SCCN4CCCCC4)nc32)cc1
    i	i	i	i	i	i	i	i	i	i	i
COc1ccc2[nH]c(C)c(CN3CCCCC3)c(=O)c2c1
    i	i	i	i	i	i	i	i	i	i	i
CCn1cc(/C=C(\NC(=O)c2ccc(OC)c(OC)c2)C(=O)N2CCN(C)CC2)c2ccccc21
    i	i	i	i	i	i	i	i	i	i	i
COc1ccc(/C=C2\CCc3ccccc3C2=O)c(OC)c1OC
    i	i	i	i	i	i	i	i	i	i	i
Cc1cc(=O)cc(C)n1-c1ccc(F)cc1F
    i	i	i	i	i	i	i	i	i	i	i
CN(C)C(=O)N(CCCN1CCOCC1)Cc1cccc2ccccc12
    i	i	i	i	i	i	i	i	i	i	i
O=C(Cc1ccccc1)NNC(=S)NC(=O)c1cccs1
    i	i	i	i	i	i	i	60*	i	i	i
O=C(CCn1ccc2cc(S(=O)(=O)N3CCCC3)ccc21)NCc1ccccc1
    i	i	i	i	i	i	i	i	i	i	i
Cc1cc(OC(C)C(=O)N2CCN(c3ccc(F)cc3)CC2)c2c(C)cc(=O)oc2c1 (stereo not given)
    i	i	i	i	i	i	i	i	i	i	i
COc1ccccc1OCC(=O)NCc1ccco1
    i	i	i	i	i	i	i	i	i	i	i
Cc1cc(=O)oc(C)c1C(=O)N1CCN(Cc2ccc3c(c2)OCO3)CC1
    i	i	i	i	i	i	i	i	i	i	i
O=C(NCc1ccncc1)C12CC3CC(CC(C3)C1)C2
    i	i	i	i	i	i	i	i	i	i	i
CCOC(=O)c1cc(CC)sc1/N=C/C1C(=O)CC(C)(C)CC1=O
    i	i	i	i	i	i	i	i	i	i	i
CC(C)(C)NC(=O)NC(=O)COC(=O)CNC(=O)C1CCCCC1
    i	i	i	i	i	i	i	i	i	i	i
COC(=O)CSc1[nH]c(=O)cc(C)c1C#N
    i	i	i	i	i	i	i	i	i	i	i
CCc1nc(C)cn1S(=O)(=O)c1cc(Br)c(C)cc1OC
    i	i	i	i	i	i	i	i	i	i	i
Cc1cc(C(=O)CSc2nn3c(=O)c(C(C)(C)C)nnc3s2)c(C)n1C
    i	i	i	i	i	i	i	i	i	i	i
C/C(=N\NC(=O)C1(C)CC1(Br)Br)c1cccc(NC(=O)c2ccc(C)o2)c1 (stereo not given)
    i	i	25*	i	i	i	i	i	7*	i	i
CC(=O)Nc1ccc(SCC(=O)c2cc(C)n(-c3ccccc3F)c2C)cc1
    i	i	i	i	i	i	i	i	i	i	i
CCC1CN(C(=O)Nc2ccc(C)cc2)c2cc(C)ccc2O1 (stereo not given)
    i	i	i	i	i	i	-6*	i	i	i	i
O=C(O)CSc1c2c(nc3cc(C(=O)N4CCOCC4)ccc13)CCCC2
    i	i	i	i	i	i	i	i	i	i	i
NC(=O)C[C@@H]1NC(=O)[C@H](CCC(=O)O)NC(=O)c2cc([N+](=O)[O-])cc(I)c2OCC[C@@H](C(N)=O)NC1=O
    i	i	i	i	i	i	i	i	i	i	i
O=S(=O)(NCC1CCCO1)c1ccc(Oc2ccccc2)cc1 (stereo not given)
    i	i	i	i	i	i	i	i	i	i	i
Cc1ccc(-c2nc(-c3ccncc3)no2)cc1
    i	i	i	i	i	i	i	i	i	i	i
CCC1CCC/C1=N\NC(=O)c1ccc(Cl)cc1 (stereo not given)
    i	i	i	i	i	i	i	i	i	i	i
CN(C)/C=C1/C(=O)N(c2ccc([N+](=O)[O-])cc2)N=C1c1ccccc1
    .	i	i	i	i	i	i	35*	i	i	i
CCc1cccc(C)c1NC(=O)CCNC(=O)c1cccc(C)c1
    i	i	i	i	i	i	i	i	i	i	i
CCN1CCN(CCNC(=O)CCCn2nc(C)c3c(C)n(-c4ccc(C)cc4)nc3c2=O)CC1
    i	i	i	i	i	i	i	i	i	i	i
C/C(=N\NC(=O)c1nnn(-c2nonc2N)c1C)c1ccc(OCc2ccccc2)cc1
    i	i	i	i	i	i	i	i	i	i	i
Cc1ccccc1/C=C\c1nc(O)c([N+](=O)[O-])c(=O)[nH]1
    i	i	i	i	i	i	i	i	i	i	i
COc1ccc(-c2cn(-c3ccccc3)nc2CO)cc1
    i	i	i	i	i	i	i	i	8.6*	i	i
CCCCN1C(=O)N(C)C2NC(=O)NC21 (stereo not given)
    i	i	i	i	i	i	i	i	i	i	i
O=C(CN(CC1CCCO1)C(=O)CNS(=O)(=O)c1ccc(Cl)cc1)NC1CCCCC1 (stereo not given)
    i	i	i	i	i	i	i	i	i	i	i
CCCC[C@@H]1CN=C(N)N1CCCC
    i	i	i	i	i	i	i	i	i	i	i
Cc1cccc(C)c1NC(=O)C/C(N)=N/O
    i	i	i	i	i	i	i	i	i	i	i
CCN(C(=O)CSc1nnc(-c2cccs2)o1)C1CCS(=O)(=O)C1 (stereo not given)
    i	i	i	i	i	i	i	i	i	i	i
Cc1ccc(CNC(=O)c2ccc(Cl)cc2[N+](=O)[O-])cc1
    i	i	i	i	i	i	i	i	i	i	i
CCOC(=O)N1CCN(c2nc(-c3ccccc3)c3ccccc3n2)CC1
    i	i	i	i	i	i	i	i	i	i	i
CCCCCCC(=O)Oc1ccc(N2C(=O)CCC2=O)cc1
    i	i	i	i	i	i	i	i	i	i	i
CCn1c(CNC(=O)c2cccc(C)c2)nnc1SCC(=O)Nc1cccc(OC)c1
    i	i	i	i	i	i	i	i	i	i	i
CCNC(=S)NNC(=O)c1cc(Br)cs1
    i	i	i	i	i	i	i	i	i	i	i
CCOC(=O)c1cc2c(ccn2C)n1Cc1ccc(C#N)cc1
    i	i	i	i	i	i	i	27*	i	i	i
CCOc1ccccc1NC(=O)CSc1nc(N)c(C#N)cc1C#N
    i	i	i	i	i	i	i	i	i	i	i
C/C(=N\O)c1ccccc1C(=O)O
    i	i	i	-6.2*	i	i	i	i	i	i	i
CCOC(=O)COc1ccc(S(=O)(=O)NC2CC2)cc1
    i	i	i	i	i	i	i	i	i	i	i
CCN(CC)CCC(c1cc(OC)c(OC)c(OC)c1)c1c(OC)cc(OC)c2ccc(=O)oc12 (stereo not given)
    i	i	i	i	i	i	i	i	i	i	i
O=C(CCc1nc2ccccc2s1)OCC(=O)c1ccccc1
    i	i	i	i	i	i	i	i	i	i	i
CC(C)C(NC(=O)CN(c1ccc2c(c1)OCCO2)S(=O)(=O)c1ccccc1)C(C)C
    i	i	i	i	i	i	i	i	i	i	i
COc1ccc(-n2c(SCC(=O)Nc3cc(C(=O)O)ccc3C)nc3ccccc3c2=O)cc1Cl
    i	i	i	i	i	i	i	i	i	i	i
COc1ccc(C2NC(=O)c3ccccc3N2)cc1 (stereo not given)
    i	i	i	i	i	i	i	i	i	i	i
CC1(C)Cc2c(sc3nnn(Cc4ccccc4)c(=O)c23)CO1
    i	i	i	i	i	i	i	i	i	i	i

Continuation:
Order of results: TMEM16A act	TRPC4 agonist	TMEM16A inh	MrgX1 antag	TRPC6 inhibitor	RGS4 inh	TRPC4 inh	MrgX1 agonist	MrgX1 PAM	TRPC6 activator	TRPC4 potent
COCCNC(=O)c1cc(-c2ccc3c(c2)OCO3)on1
    i	i	i	i	i	i	i	i	i	i	i
CS(=O)(=O)c1ccc2nc(NC(=O)CN3C(=O)C4CC=CCC4C3=O)sc2c1 (stereo not given)
    i	i	i	i	i	i	i	i	i	i	i
COc1cc(CCC(=O)Nc2sccc2C#N)cc(OC)c1OC
    i	i	i	i	i	i	i	i	i	i	i
Cn1cc(Cl)c(C(=O)Nc2nccs2)n1
    i	i	i	i	i	i	i	i	i	i	i
CCOC(=O)c1c(C)[nH]c(C(=O)CC(=O)OC)c1C
    i	i	i	i	i	i	i	i	i	i	i
CCNC(=S)N/N=C/c1sccc1C
    .	i	i	i	i	i	i	i	i	i	i
CC(=O)c1ccc(NC(=O)c2ccc(CSc3ccccc3)o2)cc1
    i	i	100*	i	i	i	i	i	i	i	i
O=C(Cc1ccc(-c2ccccc2)cc1)Nc1ccccn1
    i	i	i	i	i	i	i	i	i	i	i
Cc1cc(N2CCN(c3ccccc3)CC2)n2cc(-c3ccccc3)nc2n1
    i	i	i	i	i	i	i	i	i	i	i
COc1ccc2c(CCNC(=O)/C=C/c3ccc(OC)c(OC)c3)c[nH]c2c1
    i	i	i	i	i	i	i	i	i	i	i
Cc1cc(C(C)(C)C)cc(C)c1COC(=O)c1cccnc1
    i	i	i	i	i	i	i	i	i	i	i
Cn1c(=O)c([N+](=O)[O-])c(-n2cnc3ccccc32)c2ccccc21
    i	i	i	i	i	i	i	27*	i	i	i
